From PubChem BioAssay
GSK3beta inhib: inhibitors of human GSK3beta kinase. P49841. GST-GSK3beta kinase, ADP-Glo luminescence, 60 min; stronger effect = lower value. activity score (negative = inhibition), % at 10 µM. 300,000 compounds, 0.038% hits. AID 2097;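 active means more than half of replicate wells score below -50%, meaning over 50% inhibition versus plate controls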;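 further: 0% = median DMSO wells and -100% = median GW8510 positive control wells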
Target sequence (P49841 whole entry, looked up): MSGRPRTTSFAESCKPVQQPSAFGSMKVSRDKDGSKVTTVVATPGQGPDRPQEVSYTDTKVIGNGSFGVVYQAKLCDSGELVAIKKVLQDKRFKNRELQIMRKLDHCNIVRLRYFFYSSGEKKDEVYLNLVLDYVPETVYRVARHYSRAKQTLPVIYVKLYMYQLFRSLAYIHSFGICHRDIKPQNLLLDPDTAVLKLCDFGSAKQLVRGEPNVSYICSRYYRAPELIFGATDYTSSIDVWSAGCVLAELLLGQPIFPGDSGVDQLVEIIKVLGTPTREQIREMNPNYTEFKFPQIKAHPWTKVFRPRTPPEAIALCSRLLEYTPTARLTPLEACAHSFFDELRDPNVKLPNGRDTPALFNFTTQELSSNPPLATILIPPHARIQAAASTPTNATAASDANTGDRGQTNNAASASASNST
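Test system – GST-tagged human GSK3beta kinase, cell-free · Incubation – 60 min enzyme reaction, room temperature · Signal – ADP-Glo luminescence · Also added – peptide substrate and ATP at 25 µM · Controls – DMSO neutral wells and GW8510 at 20 µM as positive · Buffer or medium – Tris/MgCl2 kinase buffer · Measure – Luminescence-derived activity versus plate DMSO and GW8510 wells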
hERG protect: hERG (human) protection from proarrhythmic block | 310,000 compounds, 0.51% hits | Q12809 | CHO-hERG, FluxOR thallium flux, dofetilide IC70 present | activation (rescue from dofetilide block), less the hit threshold, % at 10 µM;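 active means activation above the mean of controls blocked by dofetilide plus 5 SD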;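 further: thallium influx through hERG after potassium depolarization seen as dye fluorescence rise; in these data hits start at about 4.7%; inactives centre near -7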
KCNQ1 inh: human KCNQ1 channel inhibition; P51787; CHO-K1 KCNQ1, FluxOR thallium flux fluorescence; stronger effect = higher value; B-score at 10 µM; 310,000 compounds, 1.3% hits;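 active means compounds whose thallium flux B-score, printed positive for inhibition, exceeds three library SD while starting fluorescence stays within three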;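 further: channel opened by potassium depolarization with thallium stimulus after 20 min compound exposure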
KCNQ1 pot: potentiates or activates the human KCNQ1 potassium channel; 310,000 compounds, 0.35% hits; CHO-K1 KCNQ1, thallium flux FluxOR fluorescence; stronger effect = higher value; AID 2648; B-score at 10 µM; P51787;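 active means fluorescence ratio B-score, a plate-corrected score, at least three library SD, with initial intensity B-score within 5 SD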
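System: Stable KCNQ1 CHO-K1 line | Incubation: 90 min dye loading and 20 min compound exposure, both at room temperature | Measure: Ratio B score | Medium: Assay buffer for compound exposure, DMSO matched across wells | Compound dosing: Single-concentration screen | Probe or stimulus: K+/Tl+ depolarizing stimulus | Measured by: Kinetic FluxOR fluorescence, 10 s baseline plus 110 s post-stimulus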
GSK3A inh: inhibitors of human GSK-3 alpha kinase; P49840; ADP-Glo luminescence, 60 min; inhibition, % at 10 µM; 320,000 compounds, 0.1% hits;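 in the data active means inhibition above about 50%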;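 further: GST-tagged GSK-3 alpha with peptide substrate and 25 µM ATP; 0% = DMSO neutral wells and 100% = GW8510 positive control wells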
PolyA inhibitor: yeast polyadenylation inhibition; calls only at 12 µM; 300,000 compounds, 0.02% hits; S. cerevisiae SKY197-pL101 polyadenylation reporter, beta-gal luminescence; efflux-impaired pdr1/pdr3 knockout yeast; score 100 = 6 SD above DMSO; AID 1875;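 active means lowest replicate activity score at least 50, where 100 means six control SD above control mean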;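 further: yeast exposed to compound for 9 h at 30 °C; higher score means more reporter readthrough which indicates perturbed polyadenylation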
KCNK3 block: human KCNK3 channel inhibition, primary screen; O14649; CHO-KCNK3 thallium flux, FluxOR fluorescence; stronger effect = lower value; B-score at 10 µM; 340,000 compounds, 0.84% hits;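 active means B-score under library mean minus 4 SD, starting fluorescence ratio at most library mean plus 5 SD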;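 further: more negative B-score means stronger inhibition of thallium flux through KCNK3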
RGS4 inh: inhibitors of human RGS4; P49798; HEK293 M3R/RGS4 inducible, Fluo-4 calcium flux; stronger effect = higher value; triggered by carbachol at its EC20; B-score at 10 µM; 310,000 compounds, 0.45% hits; AID 463165;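 active means B-score, a plate-corrected calcium signal, over three deviations above library mean, with baseline fluorescence within five deviations of library mean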;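 further: RGS4 expression induced by doxycycline in cells with stable M3 receptor; B-score is computed from the integrated fluorescence ratio over baseline after carbachol; higher B-score means a larger calcium signal and so more RGS4 inhibition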
Target sequence (P49798 whole entry, looked up): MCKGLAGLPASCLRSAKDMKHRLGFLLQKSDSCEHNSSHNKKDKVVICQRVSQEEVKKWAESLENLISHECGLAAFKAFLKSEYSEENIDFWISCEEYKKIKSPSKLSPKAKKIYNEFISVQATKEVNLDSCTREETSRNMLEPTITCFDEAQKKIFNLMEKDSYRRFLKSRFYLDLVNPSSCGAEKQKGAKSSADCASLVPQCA
DYRK1A inh: inhibitors of rat Dyrk1A kinase; inhibition, % at 12.5 µM; 310,000 compounds, 0.43% hits; ADP-Glo luminescence, NFATc1 peptide; Q63470; in the data active means inhibition above about 50%;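 further: plate controls were vehicle with enzyme for no effect and no enzyme for full effect; many of its hits are not listed in these tables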
KCNK9 inh: blocks the human KCNK9 two-pore domain potassium channel | AID 488922 | HEK293 KCNK9, FluxOR thallium flux fluorescence; stronger effect = lower value | Q9NPC2 | 310,000 compounds, 1.2% hits | B-score at 10 µM;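 active means ratio B-score over 3 SD below the library mean, with starting fluorescence within 5 SD of its mean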;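 further: negative B-score means less thallium flux so channel inhibition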
Target sequence (Q9NPC2 whole entry, looked up, the tested form may be a part): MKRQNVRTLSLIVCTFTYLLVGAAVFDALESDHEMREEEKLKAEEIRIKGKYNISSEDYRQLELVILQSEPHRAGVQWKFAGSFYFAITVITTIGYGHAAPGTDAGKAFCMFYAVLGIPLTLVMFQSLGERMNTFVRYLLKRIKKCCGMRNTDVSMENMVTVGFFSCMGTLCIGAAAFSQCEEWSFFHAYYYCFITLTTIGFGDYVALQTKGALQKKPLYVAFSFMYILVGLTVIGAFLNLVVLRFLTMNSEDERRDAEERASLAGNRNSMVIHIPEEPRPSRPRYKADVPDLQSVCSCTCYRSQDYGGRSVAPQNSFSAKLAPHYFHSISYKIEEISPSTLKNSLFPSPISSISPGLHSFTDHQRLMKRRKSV
RGS4 pot: RGS4 potentiation or activation; HEK293 M3R/inducible RGS4, carbachol calcium flux Fluo4; stronger effect = lower value; B-score at 10 µM; 310,000 compounds, 0.92% hits; AID 463111;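 active means B-score of the integrated calcium signal more than 4 SD below the library mean, with starting fluorescence not abnormally high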;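 further: negative B-score means reduced calcium response which marks RGS4 activation or potentiation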
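test system = HEK293 cells with stable M3R and inducible RGS4 | schedule = recording 10 s baseline at 1 Hz, 100 s post-agonist | technique = Fluo4-AM (2 µM) calcium-flux fluorescence, kinetic read | measure = Agonist-evoked peak-minus-minimum fluorescence over baseline, integrated ratio, B score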
Numbers without * were called inactive; i = inactive; . = no result given. A portion of the library; count on the stated rates, not on these rows.

SMILES	GSK3beta inhib	hERG protect	KCNQ1 inh	KCNQ1 pot	GSK3A inh	PolyA inhibitor	KCNK3 block	RGS4 inh	DYRK1A inh	KCNK9 inh	RGS4 pot
O=C(CN1CCN(Cc2ccc(F)cc2Cl)C1=O)NCCCN1CCOCC1	-1	-5	i	i	-2	i	i	i	1	i	i
CC(C)C(C)NC(=O)COC(=O)C1CCN(S(=O)(=O)c2ccc3c(c2)OCCO3)CC1 (stereo not drawn)	-6	-11	i	i	-2	i	i	i	9	i	i
CC1=C(C(=O)Nc2ccccc2C)C(c2cccnc2)n2nc(CCCO)nc2N1 (stereo not drawn)	1	-5	i	i	-3	i	i	i	-2	i	i
O=S(=O)(Nc1ncccn1)c1ccc(NC(=S)N2CCN(Cc3ccc(F)cc3Cl)CC2)cc1	5	-10	i	i	-3	i	i	i	-8	i	i
COCc1nnc(NC(=O)c2cc(C(=O)OC)cc([N+](=O)[O-])c2)s1	-2	-5	i	i	-4	i	i	i	-4	i	i
CCc1noc(C)c1C(=O)Nc1cc(S(=O)(=O)N2CCOCC2)ccc1OCC(F)(F)F	-2	-10	i	i	-2	i	i	i	0	i	i
CC(Cn1cncn1)NC(=O)c1cc(COc2cccc(C(F)(F)F)c2)on1 (stereo not drawn)	0	-8	i	i	-2	i	i	i	-6	i	i
C#CCOCCOCCOCCNc1nc(N2CCN(C(=O)CCCCCCCCCCNC(=O)[C@H](CCCCN)n3cc(CCCC(=O)O)nn3)CC2)nc(N2CCN(C(=O)CCCCCCCCCCNC(=O)[C@H](CCCN=C(N)N)n3cc(C[C@@H](C)CC)nn3)CC2)n1	-4	.	.	.	15	i	i	.	3	.	.
CC(C)CNC1=CC(=O)CC(c2ccco2)C1 (stereo not drawn)	1	-12	i	i	5	i	i	i	13	i	i
O=C(COC(=O)C1CCN(S(=O)(=O)c2ccc3c(c2)OCCO3)CC1)NC1CCCCC1	0	-14	i	i	-2	i	i	i	14	i	i
Cn1c(C(=O)NCCN2CCN(Cc3ccccc3)CC2)cc2c(=O)n(C)c3ccccc3c21	2	-11	i	i	-2	i	i	i	25	i	i
COc1ccc(N2C(=O)C(CC(=O)Nc3ccccc3)N(Cc3ccccn3)C2=S)cc1 (stereo not drawn)	2	-6	i	i	0	i	i	i	-2	i	i
CCOCCCNC(=S)N1CCCN(c2nc3cc(C)c(C)cc3cc2C#N)CC1	0	-21	i	i	-8	i	i	i	6	i	i
C/C(CC(=O)Nc1cccc(F)c1)=N\NC(=O)C(=O)NC1CCCCC1	-1	-1	i	i	.	i	i	i	-2	i	i
Cc1nc2scc(-c3ccc(Cl)cc3)c2c(=O)o1	-1	-5	i	i	.	i	i	i	-2	i	i
CC1CC(NC(=O)Cc2ccc(Br)cc2)CC(C)(C)C1 (stereo not drawn)	1	-13	i	i	-2	i	i	i	-5	i	i
COc1cc(NC(=O)CSc2nc(=O)n(CCCN3CCOCC3)c3c2CCC3)cc(OC)c1	-2	-8	i	i	-4	i	i	i	21	i	i
CCN(CC)c1ccc(NC(=O)Cn2nnc(-c3cccc(OC)c3OC)n2)c(C)c1	-2	-5	i	i	-4	i	i	i	1	i	i
COc1cc(N(C)C)c([N+](=O)[O-])cc1C(=O)NC(C)CNc1ccc([N+](=O)[O-])cc1Cl (stereo not drawn)	-1	-17	i	i	3	i	i	i	-10	i	i
Cc1cccc(NC(=O)CNC(=O)c2ccc3c(c2)OCO3)n1	2	-10	i	i	-1	i	i	i	-7	i	i
CNC(=O)c1ccccc1NC(=O)c1ccc(C)c(S(=O)(=O)N2CCCCC2)c1	2	8.7*	i	i	0	i	i	i	8	i	i
CCOc1ccc(NC(=O)Nc2ccccc2C(N)=O)cc1	-2	-9	i	i	1	i	i	i	5	i	i
CC1=NN(S(=O)(=O)c2ccc(C)cc2)C(=O)c2ccccc2O1	1	-14	i	i	-1	i	i	i	1	i	i
Cc1ccc2c(c1)N(CCCC(=O)Nc1cccc(C(F)(F)F)c1)C(=O)CO2	2	-2	i	i	2	i	i	i	-2	i	i
COc1ccc(NS(=O)(=O)c2cccc(C(=O)NCC(c3ccc(OC)cc3)N3CCCC3)c2)cc1 (stereo not drawn)	-2	-15	i	i	2	i	i	i	-3	i	i
O=C(c1ccccc1F)N1CCN(S(=O)(=O)c2ccc3ccccc3c2)CC1	-10	-9	i	i	-3	i	i	i	9	i	i
CC(=O)c1c(OC(=O)c2ccccc2Br)ccc2c(C)cc(=O)oc12	5	-8	i	i	3	i	i	i	.	i	i
COc1cccc(-c2nc(N3CCN(C)CC3)c3ccccc3n2)c1O	0	-10	i	i	5	i	i	i	4	i	i
Cc1ccc(C2(C)NC(=O)N(CC(=O)NC(C)c3ccccc3)C2=O)cc1 (stereo not drawn)	0	-4	i	i	0	i	i	i	-4	i	i
COC(=O)C1=C(N)Oc2cc(C)n(Cc3cccnc3)c(=O)c2C1c1ccccc1OC (stereo not drawn)	-1	-7	i	i	4	i	i	i	3	i	i
CC(C)(C)C(=O)N1CCN(c2nc3ccc(Br)cc3s2)CC1	0	0	i	i	7	i	i	i	0	i	i
CC(/C=N/n1c(-c2ccc(C)cc2)n[nH]c1=S)=C\c1ccco1	0	-6	i	10*	-1	i	i	i	3	i	i
Cc1ccc(N2C(=O)CC(Sc3nccc(C)n3)C2=O)cc1 (stereo not drawn)	1	-5	i	i	-2	i	i	i	-5	i	i
Cc1ccc(CC2SC(=Nc3ccccc3)N(c3ccccc3)C2=O)cc1 (stereo not drawn)	0	-10	i	i	1	i	i	i	-3	i	i
Cc1c(NC(=O)Cn2ccc([N+](=O)[O-])n2)c(=O)n(-c2ccccc2)n1C	0	2	i	i	-4	i	i	i	24	i	i
CCOC(=O)N1CCc2c(sc(NC(=O)C3=COCCO3)c2C(N)=O)C1	1	-6	i	i	-1	i	i	i	8	i	i
COc1ccc(C(=O)OCC(=O)NC(C)CCc2ccccc2)cc1OC (stereo not drawn)	-3	-5	i	i	-1	i	i	i	-7	i	i
O=C(COc1ccccc1F)Nc1nnc(-c2ccncc2)s1	-3	-11	i	i	-1	i	i	i	3	i	i
CCN(CC(=O)Nc1ccccc1C(F)(F)F)C(=O)CSCc1ccc(C)cc1	-1	-15	i	i	-1	i	i	i	-4	i	i
Cc1ccc(S(=O)(=O)NC(N)=NCCc2ccccc2)cc1C	-4	-6	i	i	0	i	i	i	-2	i	i
CCn1cc(C(=O)N2CCN(c3ccc(OC)cc3)CC2)c2cc(OC)c(OC)cc2c1=O	-1	-8	i	i	-3	i	i	i	.	i	i
Cc1ccc(C)c(NC(=O)CN2C(=O)COc3ccc(S(=O)(=O)N4CCCC4)cc32)c1	3	-7	i	i	-2	i	i	i	4	i	i
COCc1cccc(N2C(=O)CC(C3C=C(C)C4C(=O)N(c5cccc(COC)c5)C(=O)C4C3)C2=O)c1 (stereo not drawn)	2	2	i	i	-2	i	i	i	0	i	i
CCOc1cc2c(cc1OC)C(NC(=O)c1ccco1)CC2=O (stereo not drawn)	-1	-8	i	i	0	i	i	i	0	i	i
COc1ccc(CC(=O)Nc2cccc(-c3nnc(-c4ccccc4)o3)c2)cc1OC	0	-14	i	i	.	i	i	i	-6	i	-9*
CC(CN1CCCCC1)OC(=O)c1cccc(F)c1 (stereo not drawn)	3	-7	i	i	-5	i	i	i	-6	i	i
O=C1CC(N(Cc2ccco2)C(=O)Nc2ccc(F)cc2)C(=O)N1c1ccc(F)cc1 (stereo not drawn)	2	-12	i	i	1	i	i	i	1	i	i
COc1ccc(C(CNC(=O)Cc2ccc(-c3ccccc3)cc2)N(C)C)cc1 (stereo not drawn)	.	-9	i	i	0	i	i	i	-4	i	i
COc1ccc(Cl)cc1NC(=O)c1nnn(CC(=O)Nc2ccc(OC)c(OC)c2)c1N	-1	-6	i	i	0	i	i	i	-3	i	i
Cn1c(C(=O)NC2CCCC2)cc2c(=O)n(C)c3ccccc3c21	2	-15	i	i	.	i	i	i	23	i	i

Remaining list, next part:
SMILES	GSK3beta inhib	hERG protect	KCNQ1 inh	KCNQ1 pot	GSK3A inh	PolyA inhibitor	KCNK3 block	RGS4 inh	DYRK1A inh	KCNK9 inh	RGS4 pot
c1ccc(CCNC2=NCCS2)cc1	-3	-6	i	i	1	i	i	i	-9	i	i
COc1ccc(NC(=O)C(=O)NCCN2CCN(C(=O)c3cccc(Br)c3)CC2)cc1	1	-2	i	i	-3	.	i	i	1	i	i
O=C(NNC(=O)C1CCCCC1)c1ccco1	0	-14	i	i	-2	i	i	i	3	i	i
O=C(COC(=O)c1cc2ccccc2oc1=O)Nc1cccc(S(=O)(=O)N2CCCCCC2)c1	-1	-3	i	i	-1	i	i	i	0	i	i
O=C(NCC1CCCO1)C1c2ccccc2C(=O)N1Cc1ccc2c(c1)OCO2 (stereo not drawn)	-1	-4	i	i	-2	i	i	i	-9	i	i

A second format for five compounds above:
| Structure | GSK3beta inhib | hERG protect | KCNQ1 inh | KCNQ1 pot | GSK3A inh | PolyA inhibitor | KCNK3 block | RGS4 inh | DYRK1A inh | KCNK9 inh | RGS4 pot |
| --- | --- | --- | --- | --- | --- | --- | --- | --- | --- | --- | --- |
| COCc1cccc(N2C(=O)CC(C3C=C(C)C4C(=O)N(c5cccc(COC)c5)C(=O)C4C3)C2=O)c1 (stereo not drawn) | 2 | 2 | i | i | -2 | i | i | i | 0 | i | i |
| CCOc1cc2c(cc1OC)C(NC(=O)c1ccco1)CC2=O (stereo not drawn) | -1 | -8 | i | i | 0 | i | i | i | 0 | i | i |
| COc1ccc(CC(=O)Nc2cccc(-c3nnc(-c4ccccc4)o3)c2)cc1OC | 0 | -14 | i | i | . | i | i | i | -6 | i | -9* |
| CC(CN1CCCCC1)OC(=O)c1cccc(F)c1 (stereo not drawn) | 3 | -7 | i | i | -5 | i | i | i | -6 | i | i |
| O=C1CC(N(Cc2ccco2)C(=O)Nc2ccc(F)cc2)C(=O)N1c1ccc(F)cc1 (stereo not drawn) | 2 | -12 | i | i | 1 | i | i | i | 1 | i | i |
